PPARg SRC3 recr: agonists of human PPARgamma SRC-3 coactivator recruitment; biochemical PPARgamma/SRC-3 coactivator recruitment assay; activation, % at 8 µM; 200,000 tested, 0.26% active; in the data active = activation above about 23%;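 note: 0% = DMSO and 100% = reference agonist; some compounds past the cut are filed as inactive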
Target sequence (P37231 whole entry, looked up): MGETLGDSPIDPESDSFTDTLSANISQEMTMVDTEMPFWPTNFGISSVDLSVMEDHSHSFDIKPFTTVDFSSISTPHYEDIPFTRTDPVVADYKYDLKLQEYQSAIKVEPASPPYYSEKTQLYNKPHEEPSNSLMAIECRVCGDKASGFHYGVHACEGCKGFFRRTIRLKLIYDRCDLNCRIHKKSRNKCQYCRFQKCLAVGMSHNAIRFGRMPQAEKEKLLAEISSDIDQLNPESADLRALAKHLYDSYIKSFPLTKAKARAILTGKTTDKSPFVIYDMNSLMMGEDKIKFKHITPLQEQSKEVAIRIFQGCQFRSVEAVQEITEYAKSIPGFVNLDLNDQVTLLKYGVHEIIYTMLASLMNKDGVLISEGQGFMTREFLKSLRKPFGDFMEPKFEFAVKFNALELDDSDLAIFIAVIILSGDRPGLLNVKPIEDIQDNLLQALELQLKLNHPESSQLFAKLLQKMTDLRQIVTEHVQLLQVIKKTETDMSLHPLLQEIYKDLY
Diaphorase inh: counter-screen for diaphorase-based assays: diaphorase inhibitors and chemical oxidizers; AID 1217; inhibition, % at 20 µM; diaphorase resazurin-to-resorufin fluorescence, NADH, 16 min; bacterial (C. kluyveri) enzyme, not human; 190,000 tested, 0.69% active;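 active = primary screen inhibition at 20 µM above a set limit, cut at about 50% in these data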;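 note: plate controls were DMSO with full reaction for no effect and wells lacking NADH for full effect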
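Test system: diaphorase enzyme from Clostridium kluyveri; amount: diaphorase at 0.14 U/mL in enzyme working solution; detection: fluorescence of resorufin formed from resazurin, Ex 544/Em 590 nm; times: reaction incubation of 16 min at room temperature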
PPARg SRC1 recr: agonists of human PPARgamma SRC-1 coactivator recruitment. PPARgamma-SRC-1 coactivator recruitment biochemical assay. P37231. 200,000 tested, 0.41% active. activation, % at 8 µM; in the data active = activation above about 19%;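 note: 0% = DMSO and 100% = reference agonist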
G6PDH CS: L. mesenteroides G6PDH inhibition counter-screen | 200,000 tested, 0.12% active | Purified L. mesenteroides G6PDH, diaphorase/resazurin coupled fluorescence, 45 min | inhibition, % at 5 µM | AID 1020; in the data active = inhibition above about 50%
PMI activator: increases human mannose-6-phosphate isomerase activity; purified human PMI, coupled resazurin fluorescence, 20 min; stronger effect = higher value; 1 = vehicle control, 0 substrate-free wells; activation factor at 20 µM; P34949; AID 1214; 190,000 tested, 0.005% active;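 active = activation factor of 2 or more at 20 µM, relative to plate controls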
Diaph act CS: counter-screen for diaphorase-based assays: diaphorase activators and chemical reducers | Diaphorase/resazurin coupled assay, resorufin fluorescence, 16 min; stronger effect = higher value; 1 = vehicle wells, 0 = NADH-free wells | activation factor at 20 µM | 190,000 tested, 0.005% active;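 active = diaphorase activity raised at least twofold by the compound at 20 µM; inactive = activation factor below 2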
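Test system: Clostridium kluyveri diaphorase, purified enzyme; input: enzyme 0.07 U/mL final; buffer or medium: 50 mM HEPES pH 7.4 with 4.542 mM MgCl2, 0.005% Tween 20; also added: 0.114 mM NADH and 0.1 mM resazurin, final amounts; schedule: 16 min enzyme reaction, ambient temperature; technique: fluorescence of resorufin, 544 nm excitation, 590 nm emission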
SRC2 TRFRET art: flags TR-FRET format artefacts in PPARgamma SRC-2 recruitment agonist screen | TR-FRET artefact counter-screen; stronger effect = higher value | TR-FRET ratio at 8 µM | 200,000 tested, 0.4% active | AID 1049; in the data active = TR-FRET ratio above about 2000; note: inactives centre near 1500; reference of the scale not given here
PMI act hi M6P: PMI (human) activation, high substrate | 190,000 tested, 0.34% active | P34949 | coupled PMI enzyme assay, resazurin fluorescence, 20 min; stronger effect = higher value; 1 = untreated enzyme, 0 = substrate-free blank | activation factor at 20 µM;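 active = activation factor of 2 or more at 20 µM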
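Test system: human phosphomannose isomerase with PGI, G6PDH, diaphorase coupling enzymes; amount: 15 ng/mL PMI; incubation: enzyme reaction with compound 20 min at room temperature; technique: resorufin fluorescence (Ex 544/Em 590 nm) from resazurin via diaphorase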
ROMK primary: modulators of human ROMK potassium channel. P48048. Tet-inducible ROMK, thallium flux fluorescence; actives lie on both sides. B-score at 10 µM. 130,000 tested, 2% active;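 active = signal ratio slope over the read window, or its plate-corrected B-score, at least 3 SD from the plate mean, either direction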;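 note: B-score of the F/F0 ratio slope over 7 to 12 s after thallium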
S1P3 antagonist: blocks the human S1P3 receptor; CHO S1P3 NFAT-BLA reporter, FRET fluorescence, antagonist mode; inhibition, % at 4.98 µM; 170,000 tested, 0.27% active;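 active = inhibition above the plate cutoff, the mean inhibition of test wells on that plate plus 3 SD, cut at about 28% in these data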;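 note: cells challenged with S1P at its EC80 of 0.8 µM; blue over green emission ratio from cleaved BLA substrate after 4 h stimulation; 0% = S1P-stimulated wells and 100% = unstimulated DMSO-only wells; some compounds past the cut are filed as inactive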
Target sequence (Q99500 whole entry, looked up): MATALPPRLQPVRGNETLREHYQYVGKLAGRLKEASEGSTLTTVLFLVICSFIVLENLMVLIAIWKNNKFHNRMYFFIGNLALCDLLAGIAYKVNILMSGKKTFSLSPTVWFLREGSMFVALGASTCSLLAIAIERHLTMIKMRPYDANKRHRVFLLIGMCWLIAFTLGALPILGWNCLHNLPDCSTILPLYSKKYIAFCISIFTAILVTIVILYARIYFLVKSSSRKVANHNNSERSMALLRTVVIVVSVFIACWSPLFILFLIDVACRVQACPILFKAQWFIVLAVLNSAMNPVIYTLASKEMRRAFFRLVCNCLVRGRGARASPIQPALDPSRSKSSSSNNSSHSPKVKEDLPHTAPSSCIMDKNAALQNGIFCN
PPARg SRC2 recr: agonists of SRC-2 recruitment by human PPARgamma. 200,000 tested, 0.34% active. activation, % at 8 µM. PPARgamma LBD-SRC-2 recruitment, biochemical; in the data active = activation above about 22%;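 note: 0% = vehicle and 100% = reference agonist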
Active calls of the source: *; / = not tested or not shown.

Order of results – Diaphorase inh	PPARg SRC2 recr	PPARg SRC3 recr	SRC2 TRFRET art	PMI activator	PMI act hi M6P	G6PDH CS	S1P3 antagonist	Diaph act CS	ROMK primary	PPARg SRC1 recr
(1) CC(C)(C)NC(=O)C(Cc1ccccc1)NS(=O)(=O)c1cccc2nsnc12 (centres undefined)
 : 13.3	-1.2	-5.7	1437	0.8	0.9	3.4	-0.9	0.9	/	6.0
(2) CCn1cc(SCC(N)=O)c2ccccc21
 : -5.2	-4.2	6.3	1518	1	1	28.7	3.3	1.1	/	0.1
(3) O=C(CSc1nncn1-c1ccccc1)NCc1cccs1
 : 11.0	6.2	-7.4	1504	1	1	-0.3	/	0.9	0.108	-1.4
(4) CCOc1cc(CNC(C)(C)C)ccc1OCC(=O)Nc1cccc(C(F)(F)F)c1
 : 1.1	2.3	5.4	1733	1	1	2.9	-19.7	1	-2.08	6.1
(5) Cc1ccc(NC(=O)N(Cc2nc3ccccc3c(=O)[nH]2)Cc2cccs2)cc1
 : 18.4	-5.2	-0.6	1549	0.9	1	-29.0	2.2	0.8	0.413	-5.0
(6) O=C(NCCc1ccccc1)C1CCCN(S(=O)(=O)c2cnc[nH]2)C1 (centres undefined)
 : -2.6	-3.2	-12.4	1373	1.1	1.1	-1.2	12.3	1	/	-0.4
(7) COC(=O)C(Oc1ccc2c(-c3ccc(OC)cc3)cc(=O)oc2c1)c1ccccc1 (centres undefined)
 : 15.8	3.6	1.2	1482	0.8	0.9	-19.5	-10.5	0.8	/	9.0
(8) CCCCNC(=O)CCNS(=O)(=O)c1ccc(Br)cc1
 : 16.1	1.9	-3.5	1434	0.8	0.8	-0.6	/	0.8	/	-0.6
(9) O=C(CN1C(=O)NC2(CCc3ccccc32)C1=O)c1ccc2c(c1)OCCO2 (centres undefined)
 : 9.1	5.3	1.1	1582	1	1	1.8	-30.3	0.9	/	1.4
(10) Cc1cc2c(cc1S(=O)(=O)N(C)c1ccccc1)NC(=O)CO2
 : 0.8	1.4	0.6	1529	1	1	3.4	-3.5	1	-4.99*	8.9
(11) CCc1ccc(N(CC(=O)Nc2nc3ccc(C)cc3s2)S(=O)(=O)c2c(C)noc2C)cc1
 : 21.5	-3.6	-1.9	1639	0.9	0.9	9.3	/	0.8	/	5.7
(12) COc1ccc(C2NC(=O)NC(C)=C2C(=O)OCc2ccc3c(c2)OCO3)cc1OC (centres undefined)
 : -10.3	4.5	0.8	1419	1.2	1.1	0.5	/	1.1	-0.789	-0.1
(13) CCOC(=O)C1CCN(C(=O)COc2ccc(Cl)cc2)CC1
 : 5.3	-4.9	1.8	1615	1	1.1	2.7	/	0.9	/	0.8
(14) CCCNC(=O)CSCc1nc(-c2ccc(SC)cc2)oc1C
 : -1.7	0.0	4.8	1602	1.1	1.2	10.8	5.6	1	-0.0825	6.3
(15) COc1cccc(-n2nnc3c(=O)n(Cc4c(F)cccc4Cl)cnc32)c1
 : 9.8	5.7	-6.9	1525	0.9	1	0.0	-15.9	0.9	/	1.4
(16) O=C(O)Cc1ccc(NC(=O)Nc2cccc(Cl)c2)cc1
 : 8.9	-5.8	-5.7	1472	1	1	6.4	-15.9	0.9	1.04	-6.6
(17) CC1CCCC(NC(=O)COC(=O)c2ccc(N(C)C)cc2)C1C (centres undefined)
 : 5.7	5.3	1.1	1669	1	1	0.5	/	0.9	/	4.4
(18) CCc1cccc2c(C(=O)COC(=O)c3ccc([N+](=O)[O-])s3)c[nH]c12
 : 19.3	7.2	1.6	1499	0.9	0.8	-2.2	-7.4	0.8	/	-8.1
(19) O=C(Nc1ccc(NC(=O)C23CC4CC(CC(C4)C2)C3)cc1)c1cc(F)c(F)cc1Cl
 : 3.3	1.2	-1.6	1634	1	1	5.4	-0.9	1	/	-1.7
(20) COC(=O)C1=C(C)NC(=O)C1(NC(=O)c1cccnc1)C(F)(F)F (centres undefined)
 : -11.4	5.6	7.7	1440	1.1	1.1	3.6	-4.7	1.1	/	-6.1
(21) COc1cc(OC)c(-c2nnc(-c3ccc(OC)c(OC)c3OC)o2)cc1OC
 : 4.0	3.8	-0.7	1639	0.9	1	-32.4	7.2	1	0.827	4.9
(22) O=S(=O)(c1ccc(-c2csc(-c3cccnc3)n2)cc1)N1CCOCC1
 : 7.7	1.9	0.5	1609	1	1	-3.7	-15.4	0.9	0.539	9.5
(23) CCN1CCN(CC(=O)Nc2ccc(C)cc2C)C(=O)C1=O
 : 4.6	2.0	-10.2	1552	1	1	12.4	-16.1	1	/	-2.2
(24) CNC(=O)CSCc1cnn(-c2ccccc2)c1-n1cccc1
 : -11.8	-4.8	-13.1	1331	1.2	1.2	13.0	/	1.1	1.41	-0.4
(25) CC(=O)Nc1ccc(NC(=O)c2c(C)nn(-c3ccccc3)c2Cl)cc1C
 : -0.3	1.7	1.7	1527	1	0.9	6.0	-8.0	1	2.59	1.5
(26) C=CCN(c1ccccc1)S(=O)(=O)c1cccc(C(=O)Nc2nnc(SCC)s2)c1
 : 11.6	-10.7	-1.0	1378	1.1	1.1	3.6	7.4	0.9	/	6.7
(27) CC(=O)C(Sc1ccc2nnc(-c3ccncc3)n2n1)C(C)=O
 : 19.6	4.5	8.6	1680	1.2	1.2	0.0	-0.4	0.8	/	-0.5
(28) Cc1ccc(OCC(=O)N2CCN(c3ccc([N+](=O)[O-])c(N4CCOCC4)c3)CC2)cc1
 : 15.8	-1.7	-3.5	1482	0.9	0.9	6.4	/	0.8	/	4.0
(29) COc1ccccc1NC(=O)c1ccc(C(=O)c2ccccc2)o1
 : 6.5	3.7	-1.2	1547	1	1	-0.9	-21.1	0.9	/	3.0
(30) COc1ccc(CCNC(=O)CSc2nc(C)nc3c2oc2ccccc23)cc1OC
 : -4.7	2.6	0.2	1464	0.9	1	6.4	-2.1	1	0.0128	0.2

ROMK primary: entries above that show a hit
no.	structure	PPARg SRC2 recr	PPARg SRC3 recr	PMI activator	PMI act hi M6P	S1P3 antagonist	ROMK primary	PPARg SRC1 recr
10	Cc1cc2c(cc1S(=O)(=O)N(C)c1ccccc1)NC(=O)CO2	1.4	0.6	1	1	-3.5	-4.99*	8.9

Returning to the listing with the 2 entries that preceded the break.
Order of results – Diaphorase inh	PPARg SRC2 recr	PPARg SRC3 recr	SRC2 TRFRET art	PMI activator	PMI act hi M6P	G6PDH CS	S1P3 antagonist	Diaph act CS	ROMK primary	PPARg SRC1 recr
(29) COc1ccccc1NC(=O)c1ccc(C(=O)c2ccccc2)o1
 : 6.5	3.7	-1.2	1547	1	1	-0.9	-21.1	0.9	/	3.0
(30) COc1ccc(CCNC(=O)CSc2nc(C)nc3c2oc2ccccc23)cc1OC
 : -4.7	2.6	0.2	1464	0.9	1	6.4	-2.1	1	0.0128	0.2
(31) CCC(=O)Nc1ccc(Cl)c(NC(=S)NC(=O)COc2ccc(Cl)cc2)c1
 : 12.4	0.6	-0.3	1574	1	0.6	-2.2	8.6	0.9	/	-2.0
(32) COc1ccc(NC(=O)Cn2cnc3c(cnn3-c3ccc(C)c(C)c3)c2=O)c(OC)c1
 : -5.1	-2.6	-12.2	1685	0.8	1	8.0	-0.2	1.1	1.41	6.0
(33) Cc1oc2ccc(OCC(N)=O)cc2c1C(=O)OC(C)C
 : 18.1	2.4	-2.0	1716	0.9	0.8	-0.5	-65.0	0.8	-1.03	2.2
(34) CCOc1cc(CN2CCN(Cc3ccc(C)o3)C(CCO)C2)ccc1OC (centres undefined)
 : -4.8	5.5	2.5	1553	0.9	0.9	20.7	1.1	1	/	10.6
(35) CCCNC(=O)CCC(NS(=O)(=O)c1ccc(C)cc1)C(=O)NCCC (centres undefined)
 : 9.2	5.2	3.8	1320	1	1	-0.7	-17.1	0.9	0.669	-6.8
(36) Cc1ccc(NC(=O)NCCSc2ccc(C)cc2)cc1
 : 15.0	4.5	4.4	1517	0.9	0.8	13.5	0.3	0.8	-0.192	9.3
(37) CCCCC(=O)Nc1nnc(SCC(=O)NC2CCCC2)s1
 : 9.1	-0.5	3.7	1578	1	1	4.4	/	0.9	/	5.7
(38) NC(=O)c1cn(-c2ccccc2)nc1-c1cc2ccccc2oc1=O
 : 12.3	-2.3	6.1	1550	1	1	4.8	/	0.9	-0.728	-2.3
(39) O=c1[nH]c(N2CCN(Cc3ccccc3)CC2)nc2c1CCC2
 : 1.0	-5.5	-1.5	1351	0.9	1	12.8	-3.4	1	/	-2.1
(40) COC(=O)[C@@H](NC(=O)Nc1ccc2c(c1)OCCO2)C(C)C
 : 7.6	10.6	4.6	1638	1.1	1	4.0	2.7	0.9	-0.00752	8.4
(41) O=C(CCn1c(=O)oc2ccccc21)NCc1cccs1
 : -2.2	-4.5	-1.4	1585	1	1	4.9	-9.0	1	0.908	6.3
(42) FC(F)(F)c1cc(NCc2cccs2)n2ncnc2n1
 : -2.7	-2.4	3.8	1401	0.9	0.9	27.7	/	1	/	5.3
(43) CCC(C)C(=O)Nc1nnc(SCC(=O)Nc2ccccc2F)s1 (centres undefined)
 : 10.5	-1.3	-3.3	1542	1	1	8.4	-12.6	0.9	0.237	8.1
(44) CNC(=O)c1sccc1S(=O)(=O)Cc1c(Cl)cccc1Cl
 : 6.9	5.9	7.5	1517	1.1	0.9	-3.6	/	0.9	0.58	-3.5
(45) CCS(=O)CCSc1nc2ccccc2s1 (centres undefined)
 : 1.2	-8.5	-2.8	1412	1	1.1	3.8	/	1	/	-3.9
(46) O=C(Nc1ccc2c(c1)C(=O)OC2)Nc1cccc2ccccc12
 : -10.8	7.9	1.7	1523	1.1	0.9	2.9	-2.2	1.1	-0.222	0.8
(47) CCCc1cc(C(=O)NCc2ccco2)no1
 : 10.6	4.4	5.6	1409	1	1	7.0	5.0	0.9	/	-2.6
(48) O=C(CNCc1ccccc1)Nc1ccc(Oc2ccccc2)cc1
 : 5.6	3.4	3.5	1635	0.9	0.9	3.3	-27.9	0.9	-0.22	3.7
(49) CC(=O)NNc1[nH]c2c(c(=O)c1[N+](=O)[O-])c(=O)n(C)c(=O)n2C
 : 14.3	6.2	0.6	1710	1	0.9	2.9	-8.3	0.9	0.00447	-1.3
(50) CCCCCCn1c(SCCN2CCOCC2)nc2c1c(=O)[nH]c(=O)n2C
 : -2.2	10.0	10.6	1640	1.1	1.1	4.1	/	1	0.689	9.6
(51) Cc1ccc(-c2csc(/C(C#N)=C/Nc3ccc4c(c3)OCCO4)n2)cc1
 : 1.3	0.0	0.6	1618	1	1.1	-13.8	11.8	1	/	0.5
(52) C=CCn1c(=N)c(C#N)cc2c(=O)n3ccccc3nc21
 : 5.6	6.8	-10.7	1802	1	1.1	1.6	/	0.9	-0.18	1.9
(53) Cc1cccnc1NC(=S)NCc1ccco1
 : 12.8	6.6	4.4	1508	0.8	0.9	10.3	5.3	0.9	0.346	-2.1
(54) CCOC(=O)c1c(NC(=S)NC(=O)c2cnn(CC)c2)sc2c1CCC(C)C2 (centres undefined)
 : 14.0	5.0	3.6	1642	1	1	1.5	/	0.9	/	1.4
